Compound activity (PubChem)
PKM2 act – PKM2 (human) enzyme activation; AID 1631; purified PKM2, Kinase-Glo ATP luminescence, activation; response scale: 0% is enzyme alone, no compound; Potency, µM (top dose mostly 57.5 µM), for inactives: top-dose activation, most hits filed as activators; P14618; 260,000 compounds, 0.34% hits; also: potency is read from the fitted curve at half-maximal effect; % is scaled to controls: 0 for no effect and ±100 for the full control effect; nearly all actives have a fitted effect of over 55% in size
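Purified hPK-M2 (>95% pure) converted ADP (0.1 mM final) to ATP with 0.5 mM PEP in 50 mM imidazole pH7.2, KCl, MgCl2, Tween 20, BSA; 1 h at room temperature. ATP detected by Kinase-Glo luminescence.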
Chronic BCR inh – chronic active BCR signaling inhibition | ABC-DLBCL IkBa-CBG/CBR reporter, luminescence ratio, 4 h | 340,000 compounds, 0.05% hits | Potency, µM (top dose mostly 46.1 µM), without a hit: at the top dose ratio change, negative = lower green/red ratio, most hits filed as inhibitors; active = well fitted inhibition curve with a large enough effect in the signal ratio, with a control signal flat, not every such curve was filed as active; inconclusive = small, poorly fitted or top-dose-only effect, or effect the other way, or a change in a side signal; the % refers to the signal ratio;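 also: potency is read from the fitted curve at half-maximal effect; plate controls were basal doxycycline-induced cells for no effect and cells given 10 µM MG132 for full effect; MG132 reads +100%, hits lower the ratio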
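TMD8 human ABC-DLBCL cells with doxycycline-inducible IκBα–green luciferase fusion and unfused red luciferase, in 0.5% FBS medium; compounds up to 46 uM, 4 h at 37C. Green/red luminescence ratio, filter-overlap corrected, fitted to concentration-response curves.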
Menin MLL FP TR – inhibitors of human menin-MLL interaction, mutant MLL peptide. Menin + Texas Red MLL mutant peptide, fluorescence polarization. 270,000 compounds, 0.23% hits. AID 1768. O00255. Potency, µM (doses to about 61.6 µM), without a hit: at the top dose FP activity change, negative = inhibition, most hits filed as inhibitors; active = well fitted inhibition curve with a large enough effect in the polarisation, with a control signal flat, not every such curve was filed as active; inconclusive = small, poorly fitted or top-dose-only effect, or effect the other way, or a change in a side signal; inactive = no such curve, though single readings can be large or run the other way; the % refers to the polarisation; also: potency is read from the fitted curve at half-maximal effect; % of control where 0% means no effect; many of its hits are not listed in these tables
KCNH2 WT inh – KCNH2 (human, wildtype) channel inhibition; U2OS, BacMam KCNH2, thallium flux FluxOr; active compounds read low; activity change, % at 1.84 µM; 340,000 compounds, 0.37% hits;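 active = maximum activity change below -70%; inconclusive = maximum activity change between -70% and -50%; inactive = maximum activity change above -50%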; also: % is scaled to controls: 0 for no effect and ±100 for the full control effect
Target sequence (Q12809 whole entry, looked up): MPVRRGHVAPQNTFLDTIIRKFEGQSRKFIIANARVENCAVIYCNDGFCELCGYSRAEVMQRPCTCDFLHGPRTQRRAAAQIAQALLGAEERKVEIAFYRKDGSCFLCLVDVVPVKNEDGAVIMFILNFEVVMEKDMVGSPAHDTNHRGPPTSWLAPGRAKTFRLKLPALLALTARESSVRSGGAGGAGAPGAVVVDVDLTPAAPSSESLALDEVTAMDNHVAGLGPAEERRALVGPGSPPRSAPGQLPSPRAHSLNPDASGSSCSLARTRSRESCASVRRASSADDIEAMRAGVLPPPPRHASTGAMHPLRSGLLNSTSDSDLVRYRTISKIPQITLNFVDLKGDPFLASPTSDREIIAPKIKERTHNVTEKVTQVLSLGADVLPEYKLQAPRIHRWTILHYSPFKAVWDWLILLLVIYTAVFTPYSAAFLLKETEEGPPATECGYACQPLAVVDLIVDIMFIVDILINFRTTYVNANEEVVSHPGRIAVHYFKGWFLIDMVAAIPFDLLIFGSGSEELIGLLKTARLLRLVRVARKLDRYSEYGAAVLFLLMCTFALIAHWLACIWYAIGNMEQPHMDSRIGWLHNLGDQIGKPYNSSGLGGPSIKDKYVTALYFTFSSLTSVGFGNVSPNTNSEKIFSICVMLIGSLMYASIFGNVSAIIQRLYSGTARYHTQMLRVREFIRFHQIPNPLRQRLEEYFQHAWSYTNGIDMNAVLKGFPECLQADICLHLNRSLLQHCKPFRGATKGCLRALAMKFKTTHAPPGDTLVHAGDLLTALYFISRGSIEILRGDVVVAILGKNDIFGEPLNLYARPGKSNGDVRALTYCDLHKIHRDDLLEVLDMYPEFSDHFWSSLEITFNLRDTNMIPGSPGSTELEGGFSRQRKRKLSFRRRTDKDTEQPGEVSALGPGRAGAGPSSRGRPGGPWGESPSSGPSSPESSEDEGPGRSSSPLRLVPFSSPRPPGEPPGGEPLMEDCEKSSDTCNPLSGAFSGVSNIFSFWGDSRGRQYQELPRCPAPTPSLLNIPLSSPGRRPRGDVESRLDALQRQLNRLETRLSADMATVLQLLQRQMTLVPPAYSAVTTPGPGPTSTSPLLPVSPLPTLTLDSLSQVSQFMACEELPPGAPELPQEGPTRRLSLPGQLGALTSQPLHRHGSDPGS
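U2OS cells transduced with wild-type KCNH2 virus are loaded with FluxOr dye for 45 min, and thallium flux is measured in kinetic reads before and after stimulation buffer. Rate constants are normalized to DMSO controls.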
USP2a inh – inhibitors of human ubiquitin-specific protease USP2a | O75604 | 330,000 compounds, 0.01% hits | USP2 core, Ub-CHOP2 coupled fluorogenic reporter, 485/531 | Potency, µM (doses to about 38.3 µM), for inactives: at the top dose activity change, negative = inhibition, hits mostly inhibitors;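 also: potency is read from the fitted curve at half-maximal effect; plate controls were DMSO wells for no effect and full inhibition by NEM control for full effect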
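USP2 core (10nM final) preincubated 30min RT with compound in 20mM Tris-HCl pH 8.0, 2mM CaCl2, 2mM beta-mercaptoethanol, 0.05% CHAPS; 25nM Ub-CHOP2 plus 25nM reporter substrate added, fluorescence (Ex485/Em531) read after 60min.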
S-ASM inh – human S-ASM enzyme inhibition; Potency, µM (highest dose often 57.5 µM), without a hit: top-dose activity change, negative = inhibition, actives largely listed as inhibitors; placental ASM, HMU-PC fluorogenic substrate, 60 min; AID 504937; 340,000 compounds, 0.006% hits; also: potency is read from the fitted curve at half-maximal effect
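HMU-PC0 cleavage (9 uM final) by human placental ASM, 60 min at 37 °C following 10 min compound exposure at RT; stopped at pH 10, fluorescence Ex 386/Em 447 nm.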
GALK inhibitor – inhibitors of human galactokinase; P51570; Purified GALK, Kinase-Glo residual ATP luminescence; Potency, µM (top dose mostly 57.5 µM), without a hit: top-dose activity change, negative = inhibition, hits mostly inhibitors; 270,000 compounds, 0.007% hits; AID 1868; also: potency is read from the fitted curve at half-maximal effect; % is scaled to controls: 0 for no effect and ±100 for the full control effect
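Galactose (100 uM) and ATP (35 uM) were turned over by 5 nM GALK for 1 h at RT. Kinase-Glo Plus then converted the remaining ATP into a luminescent signal.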
Mito fusion yeast – inhibitors of mitochondrial division or activators of mitochondrial fusion; S. cerevisiae fusion-defective mutant growth rescue, CellTiterGlo 48 h; Potency, µM (titrated, usually from 46.1 µM), for the others: top-dose growth rescue (activation), usual class: activators; 320,000 compounds, 0.23% hits;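 also: potency is read from the fitted curve at half-maximal effect; % of control where 0% means no effect; nearly all actives have a fitted effect of over 45% in size; temperature-sensitive fusion mutants such as fzo1-1 at 37 °C on non-fermentable ethanol glycerol medium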
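Read-out: ATP-based luminescence (CellTiterGlo, 10 min ambient) reporting growth of fusion-defective ts yeast after 48 hours at 37C on glycerol/ethanol YPEG medium in the presence of compound.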
TSHR antag – antagonists of human thyroid stimulating hormone receptor | 330,000 compounds, 0.2% hits | AID 504810 | activity change, negative = inhibition, % at 11.5 µM | TSHR-expressing cells, TSH-stimulated cAMP HTRF, 2 h; active compounds read low | P16473;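 active = activity change below a set negative limit, meaning inhibition stronger than a set level, cut at about -70% in these data; inconclusive = activity change between two set negative limits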; also: % is scaled to controls: 0 for no effect and ±100 for the full control effect
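Freshly harvested TSHR cells receive pin-tooled compound, then EC80 TSH at 4nM final. After 2 hours at 37 deg C, antibody in lysis buffer and cAMP-d2 are added; 30 minutes at ambient temperature precede the HTRF read.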
MBNL1 CUG block – MBNL1-poly(CUG) RNA binding inhibition. TR-FRET MBNL1-His/biotin-(CUG)12 binding, 665/545 ratio. 280,000 compounds, 0.036% hits. Potency, µM (series often up to 57.5 µM), without a hit: at the top dose activity change, negative = inhibition, actives largely listed as inhibitors. Q9NR56; active = well fitted inhibition curve with a large enough effect in the signal ratio, with a control signal flat, not every such curve was filed as active; inconclusive = small, poorly fitted or top-dose-only effect, or effect the other way, or a change in a side signal; inactive = no such curve, though single readings can be large or run the other way; the % refers to the signal ratio; also: potency is read from the fitted curve at half-maximal effect; % is scaled to controls: 0 for no effect and ±100 for the full control effect
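Compound titration spanned 92 nM–58 uM against the MBNL1-His/biotin-(CUG)12 complex. After 60 min at room temperature with 5 nM streptavidin-XL665 and 0.055 ng/ul terbium anti-His, ratiometric 665/545 nm emission (Ex 340 nm) normalized to controls.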
Eya2 phos inh – inhibitors of human Eya2 phosphatase activity; O00167; recombinant Eya2, OMFP fluorescence dephosphorylation (OMFP is methylfluorescein phosphate); Potency, µM (top dose mostly 76.9 µM), for the others: at the top dose activity, negative = inhibition, usual class: inhibitors; 330,000 compounds, 0.006% hits; AID 488837; also: potency is read from the fitted curve at half-maximal effect; % is scaled to controls: 0 for no effect and ±100 for the full control effect
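Eya2 (0.2 uM) preincubated 10 min at ambient with compound, then OMFP substrate added at 50 uM; 10 min reaction in 50 mM HEPES pH 7.5, 50 mM NaCl, 5 uM MgCl2, 0.05% BSA, 1 mM DTT. Fluorescence read at Ex 485/Em 525 nm.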
An asterisk follows results filed as active; i = inactive; ? = inconclusive; . = no result given; [ ] = dose if it differs, or a comment. Unless noted, calls follow the shape of the dose curve; as a rule, active = well fitted curve in the direction sought with a large enough effect; inconclusive = small, poorly fitted or top-dose-only effect, or another doubt; inactive = no such curve, though single readings can be large; an effect the other way counts as inactive or inconclusive. Not all compounds are listed, so the mix of outcomes need not match the whole.

SMILES	PKM2 act	Chronic BCR inh	Menin MLL FP TR	KCNH2 WT inh	USP2a inh	S-ASM inh	GALK inhibitor	Mito fusion yeast	TSHR antag	MBNL1 CUG block	Eya2 phos inh
Cn1c(O)c(C=NC2CCN(Cc3ccccc3)CC2)c(=O)n(C)c1=O	2%	-1%	12%	-6	1%	-2%	-1%	0%	5	-2%	-15%
Fc1cccc(CNCCc2c[nH]c3ccccc23)c1	0%	9%	11%	3	-1%	4%	0%	-4%	-13	-1%	1%
CC(C(=O)c1c[nH]c2ccccc12)N1CCc2ccccc2C1 (centres undefined)	0%	-1%	12%	8	5%	0%	3%	-5%	-3	17%	-5%
CCC(=NCc1ccco1)c1c(O)[nH]c(=O)[nH]c1=O	0%	-23%	0%	3	1%	0%	-4%	-1%	1	-2%	7%
Cc1[nH]c2c(C(F)(F)F)cccc2c1CCN	-10%	-7%	-14%	3	1%	0%	-2%	-1%	9	9%	-9%
Cc1ccc(S(=O)(=O)N2CCC(C(=O)N3CCC4(CC3)OCCO4)CC2)cc1	-11%	0%	-1%	6	2%	-1%	-1%	5%	22	-12%	-10%
CCN1CCN(c2ccc(N)cc2C)CC1	1%	-4%	-13%	-1	2%	9%	9%	2%	-5	-13%	14%
CC1=C(C(=O)O)N2C(=O)C(NC(=O)c3nn(C)cc3[N+](=O)[O-])C2SC1 (centres undefined)	0%	-2%	-14%	5	4%	0%	-1%	1%	-8	?	5%
COC(=O)C1=C(c2ccc(OC(F)(F)F)cc2)C[C@@H]2CC[C@H]1N2C(=O)N1CCC(O)CC1	.	-11%	.	.	0%	-2%	.	-3%	3	.	2%
O=C(C[N+]12CCC(CC1)C(CO)C2)c1ccc(Br)cc1 (centres undefined)	.	?	-8%	1	3%	1%	1%	-14%	9	-2%	-3%
CC1(C)OC(c2ccccc2)=C/C(=C/C=C2C(=O)NC(=S)NC2=O)O1	-22%	?	?	-11	?	0%	10%	-12%	-5	?	?
Cc1ccc(OCCn2cccc2/C=C2/C(=O)NC(=O)N(Cc3ccco3)C2=O)cc1	9%	-11%	.	-7	3%	-21%	.	-1%	2	3%	-3%

A portion taken from the entries so far, for reference:
SMILES	PKM2 act	Chronic BCR inh	Menin MLL FP TR	KCNH2 WT inh	USP2a inh	S-ASM inh	GALK inhibitor	Mito fusion yeast	TSHR antag	MBNL1 CUG block	Eya2 phos inh
COC(=O)C1=C(c2ccc(OC(F)(F)F)cc2)C[C@@H]2CC[C@H]1N2C(=O)N1CCC(O)CC1	.	-11%	.	.	0%	-2%	.	-3%	3	.	2%
O=C(C[N+]12CCC(CC1)C(CO)C2)c1ccc(Br)cc1 (centres undefined)	.	?	-8%	1	3%	1%	1%	-14%	9	-2%	-3%
CC1(C)OC(c2ccccc2)=C/C(=C/C=C2C(=O)NC(=S)NC2=O)O1	-22%	?	?	-11	?	0%	10%	-12%	-5	?	?
Cc1ccc(OCCn2cccc2/C=C2/C(=O)NC(=O)N(Cc3ccco3)C2=O)cc1	9%	-11%	.	-7	3%	-21%	.	-1%	2	3%	-3%

Carrying on:
SMILES	PKM2 act	Chronic BCR inh	Menin MLL FP TR	KCNH2 WT inh	USP2a inh	S-ASM inh	GALK inhibitor	Mito fusion yeast	TSHR antag	MBNL1 CUG block	Eya2 phos inh
O=C(Cn1c2c(c(-c3ccccc3Cl)cc1=O)CCC2)N1CCC2(CC1)OCCO2	-2%	6%	-14%	11	4%	2%	0%	14%	-16	2%	-6%
COc1cc2[nH]c(=O)n(Cc3ccc(C(=O)NC4CCCC4)cc3)c(=O)c2cc1OC	-3%	-3%	?	9	7%	1%	0%	4%	4	0%	-5%
COc1ccc(CC(=O)N2C[C@H]3C[C@@H](C2)c2cccc(=O)n2C3)cc1	0%	12%	0%	-1	2%	-5%	.	4%	24	-9%	8%
CN(C)C(=O)Oc1ccnc2cc(Cl)ccc12	-26%	-1%	-3%	-1	-1%	1%	1%	-18%	-7	-6%	7%
O=C1C2CCCN2C(c2cccnc2)N1c1nccs1 (centres undefined)	-4%	3%	-14%	-8	2%	0%	3%	-3%	10	-3%	14%
COc1ccc(/C=C/C(=O)NC(=S)N2C[C@H]3C[C@H](C2)c2cccc(=O)n2C3)cc1	0%	0%	-27%	4	0%	1%	.	1%	-19	7%	11%
CCOC(=O)C1C(=O)NC2(C)CC1c1cc(OC)ccc1O2 (centres undefined)	0%	0%	-10%	-10	2%	-1%	1%	-3%	-4	1%	16%
Cc1ccnc(-n2c(C)cc(C=C3C(=O)N(C)C(=S)N(C)C3=O)c2C)c1	-1%	4%	29%	-1	0%	-2%	2%	-3%	-3	5%	5%
O=c1[nH]c(=S)n(-c2cccc(Cl)c2)c(O)c1C=NCCN1CCNCC1	.	?	18%	-5	-2%	2%	.	9%	14	-5%	9%
COc1ccc(/C=C/C2=CCN(C)CC2)cc1	0%	?	0%	1	3%	1%	0%	-32%[inhibitor]	-5	?	4%
CCOC(=O)C1=C(C)OC(N)=C(C(=O)OC)C12C(=O)Nc1ccc(Br)cc12 (centres undefined)	1%	-10%	2%	4	0%	0%	0%	1%	5	8%	10%
C[C@H]1O[C@@H](OC2CC[C@]3(C=O)[C@H]4CC[C@]5(C)[C@@H](C6=CC(=O)OC6)CC[C@]5(O)[C@@H]4CC[C@]3(O)C2)CC2OC(C)(C)OC21 (some centres undefined)	.	2%	-10%	-2	2%	-5%	0%	7%	-74*	3%	5%
CCCCCCN1CCN(c2ccc(Cl)cc2)CC1	-2%	?	-15%	i	7%	0%	-2%	-4%	-4	-2%	-19%
O=c1[nH]c(=S)n(C2CC2)c(O)c1C=Nc1ccc2c(c1)OCO2	4%	?	.	8	1%	2%	.	2%	-29	-8%	-5%
O=c1[nH]c(=S)n(C2CC2)c(O)c1C=NCC1CCCO1 (centres undefined)	0%	1%	.	7	10%	-2%	-4%	4%	-4	1%	-26%
Cn1c(O)c(C(=O)c2ccccc2)c(=O)n(C)c1=O	2%	2%	-19%	0	-1%	2%	2%	-1%	-2	-1%	-22%
COc1ccc(CN2CC3CC(C2)c2cccc(=O)n2C3)cc1OC (centres undefined)	-7%	-2%	6%	1	1%	4%	0%	0%	8	1%	7%
CCc1ccc(C(=O)C23CN4CN(CN(C4)C2)C3)cc1	24%	5%	-26%	12	-1%	2%	1%	-1%	-4	-8%	1%
CCN1CCN(Cc2ccc(C)cc2C)CC1	-2%	0%	8%	-4	1%	0%	6%	-1%	1	11%	-13%
C[C@H]1CCC[C@@H](O)CCC/C=C/c2cc(O)cc(O)c2C(=O)O1	0%	?	-1%	20	1%	-4%	-3%	-1%	0	-2%	-3%
N#CCCn1cc(C(=O)Nc2ccc(F)cc2)c(-c2ccc([N+](=O)[O-])cc2)n1	-8%	-8%	?	.	0%	-3%	-1%	3%	1	?	17%
Cc1cccc(C)c1NC(=O)CN(C)CC(=O)Nc1ccc(C#N)c(Cl)c1	-5%	2%	14%	-7	1%	-3%	-2%	0%	13	-7%	-5%
CCOc1cc(/C=C2\C(=O)NC(=O)N(CCc3ccc(F)cc3)C2=O)ccc1O	17%	2%	.	-7	5%	3%	-1%	-2%	-9	6%	-6%
COc1cc(/C=C2\C(=O)NC(=O)N(CCc3ccc(F)cc3)C2=O)ccc1O	10%	3%	36%[activator]	3	-1%	2%	-1%	-9%	-10	-12%	3%
COC(=O)C1=C(c2ccc(OC(F)(F)F)cc2)C[C@@H]2CC[C@H]1N2C(=O)N1CCOCC1	.	?	.	-16	0%	-3%	.	-4%	-29	.	-14%
